Growth percent in the NCI-60 one-dose screen (48 h, 10 µM unless noted): 100 = growth as untreated, 0 = no growth, -100 = all killed.
SNB-75: SNB-75 CNS cancer | 79,000 compounds, 5% hits | AID 1794750
SF-539: SF-539 CNS cancer; AID 1794752; 81,000 compounds, 6.8% hits
SNB-19: SNB-19 CNS cancer cells; AID 1794751; 81,000 compounds, 2.5% hits
SW-620: SW-620 colon cancer; 82,000 compounds, 5.2% hits
KM12: KM12 colon cancer cells; 82,000 compounds, 5% hits; AID 1794800
HCC-2998: HCC-2998 colon cancer | 79,000 compounds, 4.7% hits | AID 1794799
HCT-15: HCT-15 colon cancer; AID 1794746; 82,000 compounds, 5.2% hits
SF-295: SF-295 CNS cancer cells; 79,000 compounds, 5.6% hits
HCT-116: HCT-116 colon cancer | 82,000 compounds, 7.3% hits | AID 1794798
* = called active by the depositor; · = no result given; & = joins results of further samples; [ ] = another dose, or the depositor's remark. The calls were made as follows: active = growth percent below 10; inactive = the rest.

SMILES	SNB-75	SF-539	SNB-19	SW-620	KM12	HCC-2998	HCT-15	SF-295	HCT-116
COc1ccc(Oc2nc(Nc3ccc(N4CCOCC4)cc3)ncc2NC(=O)Nc2cccc(OC)c2)cc1	80	28	72	68	59	40	84	81	19
O=C(OCC1OC(n2ccc(=O)[nH]c2=O)C2OC12)c1ccccc1 (stereo not given)	95	109	110	104	107	101	116	100	97
O=C1Nc2ccccc2C1O (stereo not given)	66	99	95	98	103	115	101	103	101
CC[C@@](C)(NC(=O)C(C)(C)NC(=O)[C@@H](NC(=O)[C@@H]1CCCN1C(=O)C(C)(C)NC(=O)[C@H](CC(C)C)NC(=O)CNC(=O)C(C)(C)NC(=O)[C@@H](NC(=O)C(C)(C)NC(=O)[C@H](CCC(N)=O)NC(=O)[C@H](C)NC(=O)C(C)(C)NC(=O)[C@H](C)NC(=O)C(C)(C)NC(=O)[C@H](C)NC(=O)C(C)(C)NC(C)=O)C(C)C)C(C)C)C(=O)N[C@@H](CCC(N)=O)C(=O)N[C@@H](CCC(N)=O)C(=O)N[C@H](CO)CC1CCCCC1	13[5 µM]	19[5 µM]	24[5 µM]	49[5 µM]	35[5 µM]	29[5 µM]	101[5 µM]	82[5 µM]	12[5 µM]
CCN(CC)C(=NC(C)(C)C)c1ccccc1	93	105	101	111	105	95	98	109	104
CCn1cc(C(=O)O)c(=O)c2cc(F)c(N3CCNCC3)cc21	98	·	101	103	103	110	102	93	115
O=C(Nc1ccccc1)C1=CNCCS1	83	83	95	107	100	109	94	104	91
CCCCC#Cc1c(/C=C(\CCCC)SCC)n(C)c(=O)[nH]c1=O	90	98	107	106	113	104	90	114	88
CCCCCN1C(=O)/C(=c2\sc3n(c2=O)NC2C(N=3)N(CC)C(=O)N2CC)c2cc(C)ccc21 (stereo not given)	87	95	95	101	109	113	101	112	96
CC(C)CC(CC(C)C)N(C)C(C)(C)O	116	103	110	102	106	105	108	96	105
COc1ccc(Cc2cc(-c3ccccc3)nn(Cc3ccccc3)c2=O)cc1OC	58	63	46	41	35	60	29	29	15
CC(C)(CC=O)c1ccccc1	92	106	103	102	104	113	98	98	99
O=C(O)CCCN1C(=O)/C(=C/c2cnc(-c3ccc(Cl)cc3)s2)SC1=S	104	56	59	91	42	63	38	60	45
COc1ccc(CNCCCN2C(=O)c3ccc4c5c(ccc(c35)C2=O)C(=O)N(CCCNCc2ccc(OC)c(OC)c2OC)C4=O)c(OC)c1OC	-97*	-80*	-80*	-95*	-90*	-93*	-64*	-77*	-71*
Cc1nn(-c2ccc(Cl)cc2)c(=O)n1CCn1c(C)nc2ccccc21	108	100	114	·	108	103	104	123	104
CN(C)CCCC1(c2ccc(F)cc2)OCc2cc(-c3ccc(C(F)(F)F)nc3)ccc21 (stereo not given)	42	81	77	83	80	32	78	81	58
CC(C)c1ccc(C(=O)O)cc1	95&99	101&102	106&100	103&105	104&105	100&107	108&105	106&100	96&106
COC(=O)[C@H](C)NC(=O)[C@@H](OC)[C@@H]1Cc2cc3cc(OC4CC(OC5CC(O)C(O)C(C)O5)C(O)C(C)O4)c(C)c(O)c3c(O)c2C(=O)[C@H]1OC1CC(OC2CC(OC3CC(C)(O)C(O)C(C)O3)C(O)C(C)O2)C(O)C(C)O1 (stereo not given in full)	-64*	-33*	8.5*	10	5.1*	-44*	19	4.0*	4.4*
CCOC(=O)C(C)CCc1ccncc1 (stereo not given)	97	98	104	104	108	98	94	97	97
CCOC(=O)c1cc(C)nnc1C(=O)OCC	103	103	109	105	109	·	107	116	112
Cc1ccc(-c2nc3sccn3c2/C=C/C(=O)c2ccccc2C(F)(F)F)cc1	65	96	85	79	88	101	83	101	62
C/C(=C\c1ccccc1)c1ccccc1	97	93	92	105	118	99	93	97	100
CCOC(=O)/C(=C(\C)N)C1CC(=O)NC1=O (stereo not given)	95	105	101	97	121	103	103	101	107
COc1ccc2c(c1)oc1c(C)c3c(cc12)C(=O)N(N)C3=O	112	95	94	99	95	104	99	98	95
CCOC(=O)C1=C(N)Oc2cc(OC)ccc2C1c1ccc(F)c(F)c1 (stereo not given)	5.4*	18	28	21	27	54	22	18	32
SMILES	SNB-75	SF-539	SNB-19	SW-620	KM12	HCC-2998	HCT-15	SF-295	HCT-116
Cn1cc(-c2csc(-c3c[nH]c4ccc(Br)cc34)n2)c2cnccc21	-96*	-96*	-85*	-83*	-80*	-77*	-79*	-87*	-91*
CO/C(=C\c1ccc(O)cc1)C(=O)N/C=C/c1cc(Br)c(O)c(Br)c1	78	89	86	120	80	98	62	86	81
COc1cc(OC)c(C(=O)CCN(C)C)cc1OC	85	100	·	99	104	110	97	102	92
NC(=O)c1c(NC(=O)c2ccc3c(c2)OCO3)sc2c1CCC(=O)C2	-13*	-55*	14	-11*	-21*	12	-40*	-4.1*	-56*
CC(=O)N(CC#CCN(C(C)=O)c1ccccc1)c1ccccc1	80	104	101	109	113	108	105	107	103
Cn1c(=O)c2c(nc3n2CCCN3c2ccc(F)cc2)n(C)c1=O	97	99	109	104	104	95	107	99	103
CCCCCCCCCCCCCCCCCCOc1ccccc1CC(=O)OCC[N+](C)(C)C	-16*	21	30	24	-27*	28	57	46	31
COc1ccc(C2Cc3cnccc3-c3[nH]c4ccncc4c32)c(OC)c1OC (stereo not given)	60	87	84	85	82	102	92	81	43
COc1cc(C(=O)/C=C/c2cn(Cc3ccc(Cl)cc3)c3ccccc23)cc(OC)c1OC	76	83	91	108	79	91	67	84	50
Nc1nc(-c2ccccc2)c(CCCOc2ccc(NC(=O)CBr)cc2)c(=O)[nH]1	94	93	91	108	109	107	101	117	103
O=C(O)/C(=C/c1cccc(Cl)c1)c1ccc(Cl)cc1	101	98	102	103	100	104	98	100	98
C[C@@H](C(=O)NCCCC#Cc1cnc(Nc2ccc(C#N)cc2)nc1NC1CC1)N(C)C(=O)/C=C/CN(C)C	81	10.0*	59	42	18	65	30	26	28
N#Cc1c(-c2ccccc2)cc(-c2ccc(Nc3nc(Nc4ccc(Cl)cc4)nc(Nc4ccc(Cl)cc4)n3)cc2)nc1N	66	-54*	100	-39*	50	-14*	-38*	76	5.0*
O=C(Nc1ccc2c(O)cc(S(=O)(=O)O)cc2c1)c1ccccc1	97	100	97	102	101	115	102	98	90
O=C(CC(=O)c1ccccn1)c1ccccc1	78	95	83	70	80	85	46	71	47
O=C1Nc2ccccc2[C@]12CC(c1ccccc1)=NN2	62	28	53	23	32	65	32	46	26
COc1ccc(/C=C/C(=O)c2cccc(NC(=O)CSc3nc4ccccc4c(=O)n3-c3ccccc3)c2)cc1OC	86	101	93	94	96	111	89	103	86
CCOC(=O)/C(=C\c1cccc(Br)c1)C(C)=O	91	97	98	105	113	·	88	100	98
CCn1cc(C(=O)O)c(=O)c2cc(F)c(N3CCN(C(C)C(=O)Nc4ccc(/C(C)=N/OC)cc4)CC3)cc21 (stereo not given)	76	90	99	106	96	97	100	92	85
CC/C(=C(\c1ccc(O)cc1)c1ccc(OCCN(C)C(=O)COCCNC(=O)c2cccc3c2CN(C2CCC(=O)NC2=O)C3=O)cc1)c1ccccc1 (stereo not given)	95	91	98	107	116	120	115	107	111
Clc1ccc2c(Nc3ccccc3)ccnc2c1	99	116	104	108	91	99	105	76	96
O=C(O)CCC(=O)Nc1nnc(-c2ccccc2)s1	88	102	105	108	103	102	94	97	103
NC1=C(O)C(=O)C(c2ccc3c(c2)CCC3)O1 (stereo not given)	93	105	·	101	111	118	109	102	101
NC(=O)c1c(NC(=O)c2ccc(C(F)(F)F)cc2)sc2cc(O)ccc12	84	77	97	94	87	107	76	106	85
CN(C)CCn1cc(-c2ccc3c(Nc4ccc(CC(=O)Nc5cccc(F)c5)cc4)ncnc3c2)cn1	-87*[30 µM]	-94*[30 µM]	-60*[30 µM]	-64*[30 µM]	-84*[30 µM]	-91*[30 µM]	22[30 µM]	-80*[30 µM]	-12*[30 µM]
SMILES	SNB-75	SF-539	SNB-19	SW-620	KM12	HCC-2998	HCT-15	SF-295	HCT-116
C#COc1cccc(Nc2c(C#N)cnc3ncc(NC(=O)C=C)cc23)c1	97[6.25 µM]	88[6.25 µM]	93[6.25 µM]	106[6.25 µM]	113[6.25 µM]	84[6.25 µM]	110[6.25 µM]	99[6.25 µM]	104[6.25 µM]
Cc1ccc(S(=O)(=O)Nc2c(C)cc([N+](=O)[O-])cc2C)cc1	91	97	104	108	98	110	103	100	105
COc1cc(C2C3CSCN3[C@@]3(C(=O)Nc4ccccc43)C2C(=O)c2nc3ccccc3[nH]2)cc(OC)c1OC (stereo not given in full)	94	100	100	99	101	108	105	95	102
CN(C)CCC(=O)c1cccc(O)c1	86	101	97	108	109	104	102	111	100
COc1ccc(-c2nc3ccc(C)cc3c3c2c(=O)n(C)c(=O)n3C)cc1	79	80	76	92	93	85	75	72	86
CCN(CC)CCOC(=O)c1cccnc1	80	102	·	103	103	·	99	101	98
COc1cccc(C)c1OC	94	103	100	104	105	103	111	98	100
O[C@@H]1Cc2cc(OC(F)(F)F)ccc2N[C@H](c2ccco2)C1	105	90	105	112	104	109	96	85	107
CSc1ccc(NCc2cn(-c3ccc(C(F)(F)F)cc3)nc2-c2ccc(C(=O)O)cc2)cc1	86	96	95	101	104	105	94	104	89
COc1nc2cc(C)ccc2cc1-c1nc2c(cnn2-c2ccc(Br)cc2)c(=O)[nH]1	109	69	103	99	96	123	98	101	79
Cc1nc(-c2cc3ccccc3oc2=O)ccc1C(=O)/C=C/c1ccc(F)cc1	61	84	86	91	87	103	90	84	88
COc1ccc2nc(-c3ccc(Cl)cc3)cc(-c3nnc(SC/C(=N/O)c4ccccc4)o3)c2c1	85	43	68	27	58	84	48	36	3.9*
COc1ccc(C(=O)/C=C/c2ccccc2)cc1S(=O)(=O)Nc1cccnc1	73	68	85	49	71	108	63	96	49
O=c1c2cc(F)ccc2sc2c(NCCN3CCCCC3)nc3ccccc3c12	37	70	67	29	29	14	14	56	25
Fc1ccc(NCc2nnc(-c3ccc(Cl)cc3)o2)cc1	74	91	83	90	85	98	82	78	54
O=C(CC(CC(=O)c1ccccc1)c1ccccc1O)c1ccccc1	89	99	91	97	100	105	97	100	89
CC(C)CCOC(OCCC(C)C)OCCC(C)C	118	107	110	106	102	95	105	103	98

In the list so far, eight have a Cl atom.
SMILES	SNB-75	SF-539	SNB-19	SW-620	KM12	HCC-2998	HCT-15	SF-295	HCT-116
O=C(O)CCCN1C(=O)/C(=C/c2cnc(-c3ccc(Cl)cc3)s2)SC1=S	104	56	59	91	42	63	38	60	45
Cc1nn(-c2ccc(Cl)cc2)c(=O)n1CCn1c(C)nc2ccccc21	108	100	114	·	108	103	104	123	104
COc1cc(C(=O)/C=C/c2cn(Cc3ccc(Cl)cc3)c3ccccc23)cc(OC)c1OC	76	83	91	108	79	91	67	84	50
O=C(O)/C(=C/c1cccc(Cl)c1)c1ccc(Cl)cc1	101	98	102	103	100	104	98	100	98
N#Cc1c(-c2ccccc2)cc(-c2ccc(Nc3nc(Nc4ccc(Cl)cc4)nc(Nc4ccc(Cl)cc4)n3)cc2)nc1N	66	-54*	100	-39*	50	-14*	-38*	76	5.0*
Clc1ccc2c(Nc3ccccc3)ccnc2c1	99	116	104	108	91	99	105	76	96
COc1ccc2nc(-c3ccc(Cl)cc3)cc(-c3nnc(SC/C(=N/O)c4ccccc4)o3)c2c1	85	43	68	27	58	84	48	36	3.9*
Fc1ccc(NCc2nnc(-c3ccc(Cl)cc3)o2)cc1	74	91	83	90	85	98	82	78	54

Screens (PubChem BioAssay)
